Assay outcomes: PubChem BioAssay, several laboratories
NadD inh = inhibitors of S. aureus NadD, primary screen, biochemical, colorimetric, uHTS; 360,000 tested, 0.78% active; inhibition, % at 20 µM; purified NadD enzyme, colorimetric absorbance read-out; Nicotinate-nucleotide adenylyltransferase NadD (Staphylococcus aureus N315); in the data active = inhibition above about 26%; also: some compounds past the cut are filed as inactive
Neddyl block = inhibitors of cullin neddylation, primary screen, biochemical, TR-FRET, uHTS, NAE and Ubc12; calls only at 25 µM; 360,000 tested, 0.58% active; AID 651699, 2012; in the data active = inhibition above about 36%
SUMO1-SIM PPI = modulators of SUMO1 protein-protein interactions, primary screen, biochemical, uHTS; Small ubiquitin-related modifier 1 (Homo sapiens), P63165; SUMO1 binding to a labelled peptide, TR-FRET, 1 h; inhibition, % at 20 µM; 360,000 tested, 0.33% active; AID 602429, 2012; in the data active = inhibition above about 37%
Target sequence (P63165 whole entry, looked up): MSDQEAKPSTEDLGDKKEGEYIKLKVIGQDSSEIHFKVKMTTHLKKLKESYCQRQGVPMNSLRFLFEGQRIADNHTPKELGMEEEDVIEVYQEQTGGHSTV
STEP block = STEP phosphatase inhibitors, primary screen, biochemical, fluorescence intensity, uHTS. recombinant STEP, OMFP fluorogenic substrate. 360,000 tested, 0.25% active. Tyrosine-protein phosphatase non-receptor type 5 (Homo sapiens), P54829. inhibition, % at 20 µM;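 active = inhibition at 20 µM, scaled per plate between control wells, above about 37%, limit read from the data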;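 also: 0% = DMSO with enzyme and substrate and 100% = substrate only without enzyme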
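System: STEP phosphatase, cell-free reaction; Buffer or medium: Bis-Tris pH 6.0 buffer with DTT, detergent; Incubation: 20 min at room temperature, dark; Measured by: fluorescence, 480/540 nm.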
TbMetRS inhib = T. brucei MetRS inhibitors, primary screen, biochemical, luminescence. purified T. brucei MetRS, ATP depletion, Kinase-Glo luminescence. 360,000 tested, 0.4% active. inhibition, % at 11.9 µM. methionyl-tRNA synthetase (Trypanosoma brucei brucei);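 active = inhibition above a per-plate cutoff of the control wells' mean inhibition plus 3 SD, cut at about 5.5% in these data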;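 also: 0% = DMSO wells median and 100% = median of wells with control inhibitor compound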
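technique = Kinase-Glo luminescence, ATP depletion format | system = purified MetRS (methionyl-tRNA synthetase) enzyme from Trypanosoma brucei | timing = 15 min preincubation, 2 h reaction, all 25 °C | evaluation = percent inhibition versus plate control medians | dosing = single dose, 11.9 µM final nominal, 0.9% final DMSO | also added = substrates ATP, L-methionine and bulk Escherichia coli tRNA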
DNMT1 inh = human DNMT1 methyltransferase inhibitors, primary screen, biochemical, molecular beacon, fluorescence, HinP1I cleavage, uHTS. AID 588458, 2011. DNA (cytosine-5)-methyltransferase 1 (Homo sapiens), P26358. inhibition (reported as % activation of signal), % at 10 µM. 360,000 tested, 0.83% active; in the data active = inhibition above about 50%
LMPTP block = LMPTP phosphatase inhibitors, primary screen, biochemical, fluorescence intensity, uHTS; recombinant LMPTP-A, OMFP fluorogenic substrate; inhibition, % at 20 µM; 360,000 tested, 0.22% active;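 active = compounds that cut the enzyme signal by at least half of the control window in the single-dose screen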;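 also: plate controls were DMSO wells with enzyme plus substrate for no effect and substrate without enzyme for full effect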
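test system = LMPTP-A | amount = 0.625 nM LMPTP-A final | reagent = fluorogenic phosphatase substrate OMFP at 400 µM final | incubation = 50 min at room temperature | benchmarks = no-enzyme low control, uninhibited high control | medium = Bis-Tris pH 6.0, DTT, detergent | signal = fluorescence intensity of OMFP turnover product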
SKN-1 inh = suppressors of acrylamide-induced Pgst-4::GFP reporter in worms, primary screen, SKN-1 inhibitor project, whole organism, uHTS, GFP/RFP fluorescence ratio, strain VP596; C. elegans VP596 Pgst-4::GFP/RFP ratio, 24 h; inhibition, % at 21.8 µM; 360,000 tested, 0.49% active; AID 624304, 2012;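 active = interference check ratio from 0.5 to 1.5 plus GFP to RFP signal ratio inhibition reaching or exceeding a fixed threshold, cut at about 30% in these data, passing the limit was not always enough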; also: some compounds called inactive have numbers as strong as hits
Scp1 inh = Scp-1 phosphatase inhibitors, primary screen, biochemical, colorimetric, uHTS | Recombinant Scp1, phosphopeptide, malachite green phosphate absorbance | 340,000 tested, 0.88% active | AID 493091, 2011 | inhibition, % at 20 µM | Carboxy-terminal domain RNA polymerase II polypeptide A small phosphatase 1 (Homo …;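 active = inhibition above about 50% at 20 µM, limit read from the data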;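 also: plate controls were DMSO wells with enzyme for no effect and wells lacking enzyme for full effect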
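Assay system: SCP-1 catalytic fragment, aa 76-261 | Buffer or medium: Tris acetate buffer pH 5.5 with MgCl2 and Tween-20 | Compound: One concentration, 20 µM, with 1.0% DMSO | Also added: Phospho 17-mer peptide substrate | Signal: Absorbance at 630 nm | Incubation: 45 min enzyme reaction at room temperature | Measure: % inhibition of SCP-1 phosphate liberation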
NRP1-CendR mod = modulators of CendR peptide binding to NRP-1, primary screen, biochemical, fluorescence polarization, uHTS. inhibition, % at 25 µM. 360,000 tested, 0.85% active. FAM-RPARPAR peptide binding to NRP-1;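 active = inhibition or corrected inhibition above about 18%, plus a signal ratio from 0.5 to 1.5, limit read from the data, passing the limit was not always enough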; also: strong numbers were not always called active
Target sequence (O14786 whole entry, looked up): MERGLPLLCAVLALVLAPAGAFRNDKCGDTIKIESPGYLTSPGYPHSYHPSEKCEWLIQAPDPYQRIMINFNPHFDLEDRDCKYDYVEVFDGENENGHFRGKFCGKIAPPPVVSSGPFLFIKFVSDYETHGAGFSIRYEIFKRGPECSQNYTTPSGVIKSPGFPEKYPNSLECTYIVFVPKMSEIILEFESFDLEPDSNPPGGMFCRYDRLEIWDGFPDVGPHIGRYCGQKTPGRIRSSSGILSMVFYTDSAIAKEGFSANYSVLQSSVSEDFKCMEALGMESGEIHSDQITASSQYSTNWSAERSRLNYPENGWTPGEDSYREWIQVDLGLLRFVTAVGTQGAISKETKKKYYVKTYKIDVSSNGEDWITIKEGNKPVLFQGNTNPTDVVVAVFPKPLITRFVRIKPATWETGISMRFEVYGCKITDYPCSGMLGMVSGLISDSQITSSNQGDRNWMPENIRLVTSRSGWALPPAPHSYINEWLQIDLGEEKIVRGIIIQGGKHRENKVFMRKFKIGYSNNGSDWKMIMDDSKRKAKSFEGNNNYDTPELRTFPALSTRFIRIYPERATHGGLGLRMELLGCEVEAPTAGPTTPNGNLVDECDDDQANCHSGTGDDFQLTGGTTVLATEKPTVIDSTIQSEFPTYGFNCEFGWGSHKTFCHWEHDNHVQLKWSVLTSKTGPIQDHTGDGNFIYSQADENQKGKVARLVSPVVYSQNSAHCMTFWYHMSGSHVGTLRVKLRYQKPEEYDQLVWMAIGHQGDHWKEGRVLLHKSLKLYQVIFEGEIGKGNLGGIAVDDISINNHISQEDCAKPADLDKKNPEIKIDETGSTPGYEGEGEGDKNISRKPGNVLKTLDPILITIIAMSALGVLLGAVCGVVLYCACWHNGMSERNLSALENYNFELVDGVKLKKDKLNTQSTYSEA
* marks the source's active call; other numbers are inactive results; i = inactive; nt = no result given. Hits appear at their usual frequency; overall some 4.6% were active at least once.

SMILES	NadD inh	Neddyl block	SUMO1-SIM PPI	STEP block	TbMetRS inhib	DNMT1 inh	LMPTP block	SKN-1 inh	Scp1 inh	NRP1-CendR mod
CCNC(=O)Nc1cc(S(=O)(=O)N2CCOCC2)ccc1N1CCCCC1	-1	i	2	1	0.0	2	-1.7	3	nt	5
COc1ccc(-n2c(SCC(=O)NCC3CCCO3)nc3c([nH]c4ccccc43)c2=O)cc1 (centres undefined)	-3	i	4	1	-0.4	-2	-0.4	-4	-4	0
Cc1ccc(C)c(-c2ccc(=O)n(Cc3cccc(Br)c3)n2)c1	-3	i	-2	0	-1.3	-3	1.7	-6	-9	0
COc1ccc(-c2csc(NC(=O)CN3C(=O)NC4(CCCC4)C3=O)n2)c(OC)c1	-4	i	3	2	-0.7	-3	1.6	-8	0	-13
CCOC(=O)C1=NNC2(c3ccc(C)cc3)C(=O)N(c3ccccc3)C(=O)C12 (centres undefined)	-1	i	0	-1	0.3	-4	-0.4	-23	-4	-1
Cc1ccccc1NC(=O)Cc1nc(COC(=O)CNC(=O)c2ccc(Cl)cc2Cl)cs1	-1	i	-1	0	0.0	-4	0.7	-9	nt	-15
CCOc1ccccc1N1CCN(CC(=O)N(C2CCCC2)C2CCS(=O)(=O)C2)CC1 (centres undefined)	-2	i	0	-4	-0.2	7	-1.8	7	-5	21
Oc1cc(Nc2cccnc2)cc2cccnc12	2	i	-21	4	-0.4	-2	16	33	-9	2
CC12CN3CC(C)(CN(C1)C3c1ccc(F)cc1)C2 (centres undefined)	-8	i	-1	0	-0.6	4	3.0	-4	-1	-6
COc1ccc(OC(=O)OCc2ccccc2)cc1	-7	i	5	1	0.1	-6	0.2	15	nt	-1
COc1ccc(C(=O)CC(Sc2ccccc2N)c2ccc(OC)cc2)cc1 (centres undefined)	2	i	1	0	0.1	-13	2.0	9	nt	7
COc1ccc(-c2nc(N)n(C(C)=O)n2)cc1	2	i	-2	4	0.8	2	-1.5	-9	3	-13
Cc1ccc(N2C(=O)[C@@H]3Cc4ccccc4CN3C2=O)cc1	1	i	-3	-1	-0.1	1	-0.7	-9	-5	1
COc1cc(SC)ccc1C(=O)OCC(=O)NCCC1=CCCCC1	-1	i	2	1	-0.6	-1	0.9	-5	-1	15
CCCCCCN1C[C@@H](O)[C@H](n2cc(-c3ccc(F)cc3)nn2)C[C@@H]1c1ccc(OC)cc1	2	i	2	-1	-0.7	3	-0.7	8	nt	-7
CCCOc1cccc(C(=O)Nc2nnn(CCC)n2)c1	-3	i	-2	-3	-0.5	-2	-0.8	24	15	7
CCN(CC)C(=O)[C@H]1C[C@H](CC(=O)NCCCn2ccnc2)C(=O)N2CCc3c([nH]c4ccc(Cl)cc34)[C@]12C	3	i	-3	-1	-0.4	1	-10	-3	4	-3
COc1ccccc1CNC(=O)C1CCC(=O)N1C(C)C (centres undefined)	-7	i	7	-2	0.1	1	-0.1	18	-12	11
COc1ccc(OC)c(C2SCCN2S(C)(=O)=O)c1 (centres undefined)	9	i	1	-6	0.0	0	-1.3	-8	-4	-8
Cc1nc(NC(=O)/C=C/c2ccccc2)sc1C(=O)NCCO	2	i	-15	4	0.1	2	-0.5	-15	-6	8
COc1cc(C2=Nc3c(c(C)nn3-c3ccccc3)P(=O)(N3CCOCC3)O2)cc(OC)c1OC (centres undefined)	-7	i	-1	-1	-0.4	2	-2.4	2	-11	1
COc1ccc(S(=O)(=O)N(C)CC(=O)NCCCN2CCOCC2)cc1Cl	0	i	3	0	-0.2	0	-2.3	1	-2	4
CCNc1ccc(C(=O)OC(C(=O)NC(N)=O)C(C)C)cc1[N+](=O)[O-] (centres undefined)	-4	i	-9	-3	-0.3	0	0.5	4	0	14
O=[N+]([O-])c1cccc(C=NN=Cc2ccccc2O)c1	4	i	-9	2	-0.5	0	1.4	7	27	2
CC(=O)NC(CCS(C)(=O)=O)C(=O)Nc1cccc(C)c1 (centres undefined)	-6	i	-1	0	-0.5	2	0.1	-11	-1	-5

Retrieved one by one from the entries so far, five records:
SMILES	NadD inh	Neddyl block	SUMO1-SIM PPI	STEP block	TbMetRS inhib	DNMT1 inh	LMPTP block	SKN-1 inh	Scp1 inh	NRP1-CendR mod
CCNC(=O)Nc1cc(S(=O)(=O)N2CCOCC2)ccc1N1CCCCC1	-1	i	2	1	0.0	2	-1.7	3	nt	5
COc1ccccc1CNC(=O)C1CCC(=O)N1C(C)C (centres undefined)	-7	i	7	-2	0.1	1	-0.1	18	-12	11
COc1ccc(OC)c(C2SCCN2S(C)(=O)=O)c1 (centres undefined)	9	i	1	-6	0.0	0	-1.3	-8	-4	-8
CCN(CC)C(=O)[C@H]1C[C@H](CC(=O)NCCCn2ccnc2)C(=O)N2CCc3c([nH]c4ccc(Cl)cc34)[C@]12C	3	i	-3	-1	-0.4	1	-10	-3	4	-3
CC(=O)NC(CCS(C)(=O)=O)C(=O)Nc1cccc(C)c1 (centres undefined)	-6	i	-1	0	-0.5	2	0.1	-11	-1	-5

A different layout for five compounds above:
Structure,NadD inh,Neddyl block,SUMO1-SIM PPI,STEP block,TbMetRS inhib,DNMT1 inh,LMPTP block,SKN-1 inh,Scp1 inh,NRP1-CendR mod
COc1cc(SC)ccc1C(=O)OCC(=O)NCCC1=CCCCC1,-1,i,2,1,-0.6,-1,0.9,-5,-1,15
COc1ccc(S(=O)(=O)N(C)CC(=O)NCCCN2CCOCC2)cc1Cl,0,i,3,0,-0.2,0,-2.3,1,-2,4
CCCOc1cccc(C(=O)Nc2nnn(CCC)n2)c1,-3,i,-2,-3,-0.5,-2,-0.8,24,15,7
COc1ccc(OC(=O)OCc2ccccc2)cc1,-7,i,5,1,0.1,-6,0.2,15,nt,-1
CCCCCCN1C[C@@H](O)[C@H](n2cc(-c3ccc(F)cc3)nn2)C[C@@H]1c1ccc(OC)cc1,2,i,2,-1,-0.7,3,-0.7,8,nt,-7

Remaining list, next part
SMILES	NadD inh	Neddyl block	SUMO1-SIM PPI	STEP block	TbMetRS inhib	DNMT1 inh	LMPTP block	SKN-1 inh	Scp1 inh	NRP1-CendR mod
CCn1c(SCC(=O)N2CCCCC2C)nnc1-c1ccc(S(=O)(=O)N2CCN(C)CC2)cc1 (centres undefined)	-2	i	-5	1	-1.4	1	0.3	0	-6	4
COc1cccc(NC(=O)Nc2ccc(Br)cn2)c1	-7	i	23	-1	-0.8	0	1.0	4	2	9
O=C(CCN1C(=O)S/C(=C\c2ccccc2)C1=O)NCCCn1ccnc1	3	i	-38	2	-0.1	1	-0.2	3	-3	16
Cc1cccc(OCC(=O)N/N=C/c2cn[nH]c2-c2ccc(Cl)c(Cl)c2)c1	11	i	0	-3	0.0	15	2.0	28	-3	7
c1coc(C2=Nc3cccc4cccc(c34)N2)c1	12	i	4	6	-0.7	-16	17	8	2	19
COc1nc(N(C)C)nc(N(C#N)CCOC(C)=O)n1	1	i	-1	-2	-0.2	0	-2.9	-2	-2	-7
O=C(NNC(=O)NC1CCCCC1)NC1CCCCC1	-4	i	3	0	-0.5	4	-2.2	-7	-17	4
Cc1ccc(N(CC(N)=O)C2SC(=O)NC2=O)cc1 (centres undefined)	-5	i	0	1	-0.5	0	-1.0	-4	-1	4
CCOc1cc(N2CCOCC2)c(OCC)cc1NC(=O)c1cccc(S(=O)(=O)N2CCOCC2)c1	0	i	6	2	-0.2	5	-0.8	-5	7	2
COCCOC(=O)c1c(NC(=O)CN2CCc3ccccc32)sc(C(N)=O)c1C	1	i	11	14	-0.6	-6	14	4	-11	-6
CC(=O)c1ccc(S(=O)(=O)Nc2cccc(-c3ccc(N4CCOCC4)nn3)c2)cc1	7	i	5	1	-0.7	5	0.3	-8	11	6
O=C(CCS(=O)(=O)c1ccccc1)Nc1nc2cc3c(cc2s1)OCCO3	-2	i	1	-2	-0.2	1	-0.3	16	-5	10
CN1CCN(CCc2cn3ncc(C#N)c3nc2-c2ccc(F)cc2)CC1	-4	nt	2	-2	-0.9	5	0.5	-13	-5	14
CC1CCN(S(=O)(=O)c2nnc(NC(=O)c3cccc([N+](=O)[O-])c3)s2)CC1	16	i	-12	-1	0.2	6	1.9	13	-2	-18
CCOc1c2ccc(C(=O)NCCCCc3ccccc3)cc2nn1CC	-4	nt	-4	-1	-0.5	-7	-1.1	1	-10	12
COc1ccc(NC(=O)CCCn2c(=S)[nH]c3ccccc3c2=O)cc1	4	i	2	2	-0.4	-3	-1.3	-6	-6	6
COc1ccc(NC(=O)CSc2n[nH]c(CNc3cccc(C)c3)n2)cc1	0	i	2	-2	-1.0	2	1.2	-4	36	-4
CS(=O)(=O)N(CC(=O)NC1CC1)C1CCCCC1	0	i	-1	3	-0.2	1	-0.1	5	-3	-5
CCc1ccc2cc(C)cnc2n1	-3	i	-1	-2	-0.5	6	-0.8	3	nt	6
COc1nnc(-c2ccc(C(=O)N3C[C@@H]4C[C@H](C3)c3cccc(=O)n3C4)cc2)c2ccccc12	-4	i	-1	-3	0.3	3	3.9	-12	4	19*
CC(NC(=O)c1ccco1)C(=O)N1CCN(c2cccc(Cl)c2)CC1 (centres undefined)	0	i	0	1	-0.7	2	-0.2	-23	2	6
Cc1ccc(CN2CCN(c3ccccc3)CC2)o1	-3	i	23	4	0.6	-3	-1.7	7	-5	-1
CCCCSc1nnc([C@H](CC(C)C)NC(=O)OC(C)(C)C)o1	3	i	-1	-2	-0.5	2	0.3	-1	-7	1
CCOC(=O)C1CCCN(c2ccc(NC(=O)c3snc4c(=O)[nH]cnc34)cc2)C1 (centres undefined)	9	i	-22	8	-0.3	15	2.6	15	-2	6
